P. falciparum M17LAP – P. falciparum M17LAP inhibitors, primary screen, biochemical, fluorogenic H-Leu-NHMec substrate, 1536-well (AID 1619). recombinant M17LAP, H-Leu-NHMec fluorogenic kinetic assay; higher % means a stronger effect. inhibition, % at 30 µM, or IC50 in µM where a hit was titrated. 220,000 tested, 0.38% active;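 active = compound inhibiting the enzyme by more than half at any dose during confirmatory dose-response retesting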;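 note: plate controls were full reaction with DMSO carrier for no effect and no enzyme background for full effect; strong numbers were not always called active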
human PMI inhibition – inhibitors of human PMI, primary screen, biochemical, fluorescence intensity, coupled assay (AID 1209); purified PMI enzyme, coupled fluorescence intensity; higher % means a stronger effect; inhibition, % at 20 µM, or IC50 in µM where a hit was titrated; 190,000 tested, 0.42% active;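 note: plate controls were DMSO vehicle for no effect and wells lacking substrate for full effect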
CSM14.1 death rescue – rescue of cells from ER stress-induced death, primary screen, 384-well, CSM14.1, thapsigargin, ATP luminescence (AID 1222). cellular ATP content (survival), % at 20 µM, or EC50 in µM where a hit was titrated. CSM14.1 thapsigargin-induced death rescue, ATP luminescence; higher % means a stronger effect. 190,000 tested, under 10 active;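 active = EC50 below 50 µM in the dose-response confirmation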;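 note: death triggered by thapsigargin at about 15 µM added after 2 h compound pretreatment; cell ATP read after overnight thapsigargin exposure of roughly 18 to 22 hours; normalized against plate controls of thapsigargin alone and 5% DMSO vehicle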
P. falciparum M1AAP – malaria alanyl aminopeptidase activity blockers – biochemical, fluorogenic H-Leu-NHMec substrate, 1536-well (AID 1445); recombinant M1AAP, H-Leu-NHMec fluorogenic kinetic assay; higher % means a stronger effect; one-dose inhibition, % at 30 µM; IC50 in µM for titrated hits; 220,000 tested, 0.42% active;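 active = primary inhibition above the hit cutoff, then over 50% inhibition at one or more dose response concentrations, cut at about 23% in these data, passing the limit was not always enough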;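 note: plate controls were DMSO full reaction for no effect and no enzyme background for full effect; strong numbers were not always called active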
human PMI inhibitors – MPI inhibition at elevated mannose 6-phosphate – biochemical, fluorescence intensity, high mannose 6-phosphate, primary screen (AID 1220); recombinant PMI enzyme, coupled fluorescence intensity; higher % means a stronger effect; inhibition, % at 20 µM, or IC50 in µM where a hit was titrated; 190,000 tested, 0.66% active
LYP inhibition – PTPN22 lymphoid phosphatase activity blockers – biochemical, fluorescence intensity, uHTS (AID 1779) | inhibition, % at 11.5 µM; hits with a dose series show IC50 in µM | 290,000 tested, 0.054% active | recombinant LYP phosphatase, fluorescence intensity; higher % means a stronger effect;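 note: plate controls were vehicle with enzyme for no effect and no enzyme for full effect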
XIAP antagonists – small molecules displacing peptide from XIAP – biochemical, IAP family, fluorescence polarization (AID 1018). XIAP BIR domain, fluorescence polarization peptide displacement; higher % means a stronger effect. displacement, % at 20 µM, or IC50 in µM where a hit was titrated. 200,000 tested, 0.007% active; in the data active = displacement above about 50%; note: a part of the inactive calls stands beside numbers as strong as those of hits
TNAP activation fold – stimulation of alkaline phosphatase TNAP activity – biochemical, luminescent, no phosphate acceptor, uHTS, primary screen (AID 1001); 200,000 tested, 0.03% active; activation fold at 20 µM; hits with a dose series show EC50 in µM; purified TNAP, luminescent activation assay, no phosphate acceptor; higher activation fold means a stronger effect; in the data active = activation fold from about 3, or a potency from the dose series; inactive = the rest, 99 in 100 with activation fold below about 1.6; note: many of its hits are not listed in these tables
Myeloid diff 2 – compounds promoting myeloid differentiation | ER-HoxA9 myeloid progenitors, lysozyme-GFP differentiation, flow cytometry | calls only at 10 µM | 360,000 tested, 1% active;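 active = normalized GFP-positive differentiation at or above the plate's own cutoff, the solvent-only control mean plus 3 SD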;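 note: cells exposed to compound for four days before flow analysis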
Myeloid diff 2 GFP+ MAC1+ % – further read-out of Myeloid diff 2, marked with its call; GFP+ MAC1+ double positive, %; measured here: differentiation confirmed by MAC1 staining
* hit, by the source's call. Cut-off read from the data, not from the text of the source, unless noted: active = inhibition above about 50%; inactive = the rest.

How did CC1C/C(=N\NC(=S)NC(C)C)CC(C)(C)C1 (stereo not drawn) do in these assays?
P. falciparum M17LAP: 8%; human PMI inhibition: -9%; CSM14.1 death rescue: -2.7%; P. falciparum M1AAP: -13%; human PMI inhibitors: -10%; LYP inhibition: 5%; XIAP antagonists: 2.1%; TNAP activation fold: 1.1; Myeloid diff 2: inactive; Myeloid diff 2 GFP+ MAC1+ %: 1.0

What do the screens show for `COCCOC(=O)C1=C(C)OC(N)=C(C#N)C1c1cc2cccc(C)c2nc1Cl` (stereo not drawn)?
P. falciparum M17LAP: 10%; human PMI inhibition: 9%; CSM14.1 death rescue: 1.0%; P. falciparum M1AAP: 7%; human PMI inhibitors: 36%; LYP inhibition: -5%; XIAP antagonists: -5.9%; TNAP activation fold: 1.1; Myeloid diff 2: inactive; Myeloid diff 2 GFP+ MAC1+ %: 0.1

How did CSc1sc(-c2ccnc(SCC(=O)C(C)(C)C)n2)c2c1C(=O)CC(C)(C)C2 do in these assays?
P. falciparum M17LAP: 9%; P. falciparum M1AAP: 2%; LYP inhibition: 0%; Myeloid diff 2: inactive; Myeloid diff 2 GFP+ MAC1+ %: 0.1

How did C/C(=N\NC(=O)c1cccc([N+](=O)[O-])c1)c1ccncc1 do in these assays?
P. falciparum M17LAP: -1%; human PMI inhibition: -20%; CSM14.1 death rescue: -1.4%; P. falciparum M1AAP: -2%; human PMI inhibitors: -14%; LYP inhibition: -10%; XIAP antagonists: -5.9%; TNAP activation fold: 1; Myeloid diff 2: inactive; Myeloid diff 2 GFP+ MAC1+ %: 0.7

How did COc1ccc2c(c1OC)C(=O)OC2n1c(O)c(N=NC(C)=O)c2ccccc21 (stereo not drawn) do in these assays?
P. falciparum M17LAP: -3%; P. falciparum M1AAP: 6%; LYP inhibition: 5%; Myeloid diff 2: inactive; Myeloid diff 2 GFP+ MAC1+ %: 0.4

How did COc1cc(C2C(C#N)=C(N)N(c3sc4c(c3C#N)CCCC4)C3=C2C(=O)CC(C)(C)C3)cc(OC)c1OC (stereo not drawn) do in these assays?
P. falciparum M17LAP: -2%; human PMI inhibition: -2%; CSM14.1 death rescue: -0.1%; P. falciparum M1AAP: 8%; human PMI inhibitors: 6%; LYP inhibition: -3%; XIAP antagonists: -0.1%; TNAP activation fold: 1; Myeloid diff 2: inactive; Myeloid diff 2 GFP+ MAC1+ %: 1.2

How did O=C(NCc1ccc2c(c1)OCO2)c1cccc(N2CCCC2=O)c1 do in these assays?
P. falciparum M17LAP: 14%; human PMI inhibition: -6%; CSM14.1 death rescue: 0.1%; P. falciparum M1AAP: 3%; human PMI inhibitors: -6%; LYP inhibition: -14%; XIAP antagonists: -3.2%; TNAP activation fold: 1.1; Myeloid diff 2: inactive; Myeloid diff 2 GFP+ MAC1+ %: 0.8

Results for CCOC(=O)c1c(N)sc(C(=O)N2CCOCC2)c1C ?
P. falciparum M17LAP: 19%; human PMI inhibition: 0%; CSM14.1 death rescue: -0.7%; P. falciparum M1AAP: 13%; human PMI inhibitors: -6%; LYP inhibition: -7%; XIAP antagonists: -2.6%; TNAP activation fold: 1.1; Myeloid diff 2: inactive; Myeloid diff 2 GFP+ MAC1+ %: 2.5

Results for CC(C)N(Cc1cn(C)nc1-c1cccc(Cl)c1)CC1CCC(=O)N1 (stereo not drawn) ?
human PMI inhibition: 7%; CSM14.1 death rescue: -1.0%; human PMI inhibitors: 9%; LYP inhibition: -16%; XIAP antagonists: 2.2%; TNAP activation fold: 1.1; Myeloid diff 2: inactive; Myeloid diff 2 GFP+ MAC1+ %: 1.2

What do the screens show for `CCc1sc(NC(C)=O)nc1-c1ccccc1`?
P. falciparum M17LAP: 13%; human PMI inhibition: 18%; CSM14.1 death rescue: 0.5%; P. falciparum M1AAP: 6%; human PMI inhibitors: 10%; LYP inhibition: -8%; XIAP antagonists: -5.7%; TNAP activation fold: 1.1; Myeloid diff 2: inactive; Myeloid diff 2 GFP+ MAC1+ %: 0.6

What do the screens show for `CCCOc1ccc(N2C(=O)CC(N3CCN(c4ccccc4F)CC3)C2=O)cc1` (stereo not drawn)?
P. falciparum M17LAP: -13%; human PMI inhibition: -8%; CSM14.1 death rescue: -0.9%; P. falciparum M1AAP: -1%; human PMI inhibitors: -4%; LYP inhibition: 7%; XIAP antagonists: -11%; TNAP activation fold: 0.9; Myeloid diff 2: inactive; Myeloid diff 2 GFP+ MAC1+ %: 2.4

How did O=C(NCc1ccco1)c1ccc(S(=O)(=O)N2CCCCC2)cc1 do in these assays?
P. falciparum M17LAP: -2%; CSM14.1 death rescue: 0.8%; P. falciparum M1AAP: 7%; LYP inhibition: -10%; XIAP antagonists: -2.3%; TNAP activation fold: 1.1; Myeloid diff 2: inactive; Myeloid diff 2 GFP+ MAC1+ %: 0.3

Results for O=C(CN1CCN(Cc2ccccc2)CC1)N/N=C/c1c[nH]c2ccccc12 ?
P. falciparum M17LAP: 11%; human PMI inhibition: 16%; CSM14.1 death rescue: -3.1%; P. falciparum M1AAP: 2%; human PMI inhibitors: 22%; LYP inhibition: -2%; XIAP antagonists: -6.9%; TNAP activation fold: 1.1; Myeloid diff 2: inactive; Myeloid diff 2 GFP+ MAC1+ %: 0.9

Results for COc1ccc(CCN/C=C2/CC(=O)NC2=O)cc1OC ?
P. falciparum M17LAP: -1%; human PMI inhibition: 9%; CSM14.1 death rescue: -3.2%; P. falciparum M1AAP: 1%; human PMI inhibitors: 3%; LYP inhibition: -2%; XIAP antagonists: -4.4%; TNAP activation fold: 1.1; Myeloid diff 2: inactive; Myeloid diff 2 GFP+ MAC1+ %: 0.5

How did CCCCN1C(=O)/C(=C/C=C2/C=Cc3ccccc3N2CC)SC1=S do in these assays?
P. falciparum M17LAP: -6%; human PMI inhibition: 26%; CSM14.1 death rescue: 2.2%; P. falciparum M1AAP: 1%; human PMI inhibitors: 43%; LYP inhibition: -8%; XIAP antagonists: 5.2%; TNAP activation fold: 0.7; Myeloid diff 2: inactive; Myeloid diff 2 GFP+ MAC1+ %: 0.3

What do the screens show for `CCOC(=O)c1c(-c2ccc(C)o2)csc1NC(=O)CSc1nncs1`?
P. falciparum M17LAP: 21%; human PMI inhibition: -5%; CSM14.1 death rescue: 3.2%; P. falciparum M1AAP: 8%; human PMI inhibitors: -2%; LYP inhibition: -7%; XIAP antagonists: -13%; TNAP activation fold: 1.1; Myeloid diff 2: inactive; Myeloid diff 2 GFP+ MAC1+ %: 7.0

Results for O=c1cc(/C=C/c2c(F)cccc2Cl)[nH]c2ccccc12 ?
P. falciparum M17LAP: -2%; human PMI inhibition: 18%; CSM14.1 death rescue: 0.7%; P. falciparum M1AAP: 1%; human PMI inhibitors: 39%; LYP inhibition: -2%; XIAP antagonists: -7.3%; TNAP activation fold: 0.9; Myeloid diff 2: inactive; Myeloid diff 2 GFP+ MAC1+ %: 0.6

What do the screens show for `CC(=O)Cc1cc(O)c2ccccc2c1OC(=O)c1ccc(Br)cc1`?
P. falciparum M17LAP: -2%; P. falciparum M1AAP: -4%; LYP inhibition: 4%; Myeloid diff 2: active; Myeloid diff 2 GFP+ MAC1+ %: 11*

What do the screens show for `Cc1ccc(C(=O)CSc2nnc(CNc3ccc(C)cc3C)n2Cc2ccco2)cc1`?
P. falciparum M17LAP: 11%; human PMI inhibition: 11%; CSM14.1 death rescue: -2.5%; P. falciparum M1AAP: 7%; human PMI inhibitors: -6%; LYP inhibition: 7%; XIAP antagonists: -15%; TNAP activation fold: 1; Myeloid diff 2: inactive; Myeloid diff 2 GFP+ MAC1+ %: 0.4

How did O=C(Oc1ccc2c(c1)OCC2=O)c1ccccc1 do in these assays?
P. falciparum M17LAP: 8%; human PMI inhibition: 12%; CSM14.1 death rescue: -2.6%; P. falciparum M1AAP: 8%; human PMI inhibitors: 6%; LYP inhibition: 4%; XIAP antagonists: -1.3%; TNAP activation fold: 1.4; Myeloid diff 2: inactive; Myeloid diff 2 GFP+ MAC1+ %: 6.1

Results for Cc1nc(N2CCC3(CC2)OCCO3)c2nnn(Cc3ccccc3F)c2n1 ?
P. falciparum M17LAP: 8%; human PMI inhibition: 2%; CSM14.1 death rescue: -2.1%; P. falciparum M1AAP: 3%; human PMI inhibitors: 2%; LYP inhibition: -13%; XIAP antagonists: -7.8%; TNAP activation fold: 1.1; Myeloid diff 2: inactive; Myeloid diff 2 GFP+ MAC1+ %: 2.2

Results for COc1ccc(NC(=O)CC2C(=O)N(Cc3ccccc3)C(=S)N2CCN2CCOCC2)cc1 (stereo not drawn) ?
P. falciparum M17LAP: 4%; human PMI inhibition: -10%; CSM14.1 death rescue: -0.1%; P. falciparum M1AAP: 5%; human PMI inhibitors: -5%; LYP inhibition: -4%; XIAP antagonists: 1.7%; TNAP activation fold: 1.2; Myeloid diff 2: inactive; Myeloid diff 2 GFP+ MAC1+ %: 0.1

How did Cc1cc(C)cc(OC(=O)CCN2C(=O)c3ccccc3C2=O)c1 do in these assays?
P. falciparum M17LAP: 8%; human PMI inhibition: 4%; CSM14.1 death rescue: -0.9%; P. falciparum M1AAP: -2%; human PMI inhibitors: 6%; LYP inhibition: 0%; XIAP antagonists: -11%; TNAP activation fold: 1.1; Myeloid diff 2: inactive; Myeloid diff 2 GFP+ MAC1+ %: 7.7

What do the screens show for `CCOc1ccccc1NC(=S)N1CCCc2ccccc21`?
P. falciparum M17LAP: 2%; human PMI inhibition: 32%; CSM14.1 death rescue: -1.8%; P. falciparum M1AAP: 2%; human PMI inhibitors: 2%; LYP inhibition: -4%; XIAP antagonists: -1.4%; TNAP activation fold: 1.1; Myeloid diff 2: inactive; Myeloid diff 2 GFP+ MAC1+ %: 0.1

How did Cc1cc(C)n(CCC(=O)N/N=C/c2ccc(Cl)c([N+](=O)[O-])c2)n1 do in these assays?
P. falciparum M17LAP: 2%; P. falciparum M1AAP: 0%; LYP inhibition: -7%; Myeloid diff 2: inactive; Myeloid diff 2 GFP+ MAC1+ %: 0.6

How did CCN(CC)c1ccc(C(=O)OCC(=O)N2CCN(c3ccccc3)CC2)cc1 do in these assays?
P. falciparum M17LAP: -2%; human PMI inhibition: 6%; CSM14.1 death rescue: -2.3%; P. falciparum M1AAP: 2%; human PMI inhibitors: -1%; LYP inhibition: -3%; XIAP antagonists: -5.6%; TNAP activation fold: 1.1; Myeloid diff 2: inactive; Myeloid diff 2 GFP+ MAC1+ %: 0.8

Random excerpt: two compounds from above
How did Cc1cc(C)n(CCC(=O)N/N=C/c2ccc(Cl)c([N+](=O)[O-])c2)n1 do in these assays?
P. falciparum M17LAP: 2%; P. falciparum M1AAP: 0%; LYP inhibition: -7%; Myeloid diff 2: inactive; Myeloid diff 2 GFP+ MAC1+ %: 0.6

Results for Cc1nc(N2CCC3(CC2)OCCO3)c2nnn(Cc3ccccc3F)c2n1 ?
P. falciparum M17LAP: 8%; human PMI inhibition: 2%; CSM14.1 death rescue: -2.1%; P. falciparum M1AAP: 3%; human PMI inhibitors: 2%; LYP inhibition: -13%; XIAP antagonists: -7.8%; TNAP activation fold: 1.1; Myeloid diff 2: inactive; Myeloid diff 2 GFP+ MAC1+ %: 2.2

Bioassay records: PubChem BioAssay, several laboratories
